# Screening data deposited in PubChem by several laboratories.
# Mcl-1 Bim block: disrupts Bim peptide binding to human Mcl-1; Q07820; Bead-based flow cytometry, Bim peptide-Mcl-1 binding; inhibition, % at 10 µM; actives 0.1% (n = 190,000); AID 1009;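 further: 0% = no compound tracer wells and 100% = peptide blocker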
# Target sequence (Q07820 whole entry, looked up): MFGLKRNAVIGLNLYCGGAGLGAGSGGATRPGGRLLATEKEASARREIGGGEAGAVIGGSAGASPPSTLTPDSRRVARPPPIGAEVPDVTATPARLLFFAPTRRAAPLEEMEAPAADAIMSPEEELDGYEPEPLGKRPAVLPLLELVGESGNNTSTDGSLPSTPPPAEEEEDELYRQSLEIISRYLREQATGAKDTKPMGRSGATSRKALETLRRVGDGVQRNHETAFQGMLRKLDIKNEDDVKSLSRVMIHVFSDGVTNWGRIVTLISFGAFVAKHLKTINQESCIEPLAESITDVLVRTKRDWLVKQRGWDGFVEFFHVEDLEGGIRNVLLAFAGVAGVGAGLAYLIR
# Bfl-1 Bim block: inhibitors of Bim-Bfl-1 interaction, human. Bead-based flow cytometry, Bim-Bfl-1 binding inhibition. actives 0.12% (n = 190,000). Q16548. inhibition, % at 10 µM. AID 1008;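 further: 0% = wells without compound plus tracer and 100% = blocker peptide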
# RGS4-Gao reg: modulates binding of RGS4 to human Galphao; P09471; Multiplexed bead flow cytometry; actives lie on both sides; binding response (% of control), % at 10 µM; actives 0.33% (n = 220,000); AID 1415; in the data active means binding response below about 49% or above about 150%; inactive means in between;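 further: fluorescent Galphao activated with aluminum fluoride binding bead-coupled RGS4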
# Bim-Bcl-W: disrupts Bim peptide binding to human Bcl-W; inhibition, % at 10 µM; bead-based flow cytometry; Q92843; actives 0.02% (n = 190,000); AID 952;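 further: 0% = bound tracer without compound and 100% = peptide blocker; higher means less fluorescent Bim peptide bound to Bcl-W beads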
# Bcl-B Bim block: human Bim-Bcl-B interaction inhibition | Q9HD36 | bead-based flow cytometry, Bim peptide-Bcl-B binding | inhibition, % at 10 µM | actives 0.073% (n = 190,000) | AID 951;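 further: 0% = tracer peptide without compound and 100% = reference inhibitor peptide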
# Bcl-XL Bim block: human Bim-Bcl-XL interaction inhibition | actives 0.04% (n = 190,000) | Q07817 | inhibition, % at 10 µM | Bim peptide-Bcl-XL binding, bead flow cytometry, fluorescence
# Target sequence (Q07817 whole entry, looked up): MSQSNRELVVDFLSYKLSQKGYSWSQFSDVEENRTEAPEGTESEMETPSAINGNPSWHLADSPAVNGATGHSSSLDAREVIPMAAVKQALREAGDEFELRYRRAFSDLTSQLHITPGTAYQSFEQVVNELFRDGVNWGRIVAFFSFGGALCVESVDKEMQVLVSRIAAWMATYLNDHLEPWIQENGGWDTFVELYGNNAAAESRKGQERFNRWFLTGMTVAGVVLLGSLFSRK
# Bcl-2 Bim block: inhibitors of Bim-Bcl-2 interaction, human; Bead-based flow cytometry, Bim peptide-Bcl-2 binding; inhibition, % at 10 µM; P10415; actives 0.06% (n = 190,000); in the data active means inhibition above about 40%; inconclusive means no clear call, values can overlap the other calls;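 further: 0% = no compound wells with probe peptide and 100% = reference peptide inhibitor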
# Target sequence (P10415 whole entry, looked up): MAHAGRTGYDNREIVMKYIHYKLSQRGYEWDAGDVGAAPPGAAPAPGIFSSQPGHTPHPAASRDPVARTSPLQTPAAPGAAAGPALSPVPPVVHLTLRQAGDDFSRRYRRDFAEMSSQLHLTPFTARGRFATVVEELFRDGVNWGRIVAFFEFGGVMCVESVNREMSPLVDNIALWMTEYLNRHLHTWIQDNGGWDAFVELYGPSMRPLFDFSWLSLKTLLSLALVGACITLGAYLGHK
# RGS8-Gao reg: human RGS8-Galphao interaction regulation; P09471; multiplexed bead flow cytometry, RGS8-Galphao binding; actives lie on both sides; response (percent of control binding), % at 10 µM; actives 0.34% (n = 220,000); in the data active means response below about 60% or above about 140%; inactive means in between;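 further: Galphao activated as the GDP aluminium fluoride complex binding bead-coupled RGS8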
# GSH fluor: compound fluoresces at 488/530 nm on GSH beads; GSH beads flow cytometry, compound fluorescence 488/530 nm; active compounds read high; fluorescence (KMESF) at 10 µM; actives 0.25% (n = 190,000); in the data active means fluorescence above about 89;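 further: glutathione beads carrying GST-tagged Bcl family fusion proteins plus one bare bead set; values are compound well signal with DMSO vehicle wells as background; inactives centre near 16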
# Mcl1 Bid PPI: Mcl-1/Bid interaction inhibition; inhibition, % at 21.7 µM; actives 0.97% (n = 220,000); Q07820; TR-FRET Mcl-1/Bid-Dy647 peptide binding, 1536-well;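 active means compounds that cut the binding signal by more than half at the single screening dose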;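 further: His-tagged Mcl-1 with europium anti-His antibody binding Bid BH3 peptide; 0% = Mcl-1 plus peptide wells and 100% = peptide-only wells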
# RGS7-Gao: regulators of human RGS7-Galphao interaction; Multiplexed bead flow cytometry, RGS7-Galphao binding; actives lie on both sides; P09471; actives 0.35% (n = 220,000); binding response (% of control), % at 10 µM; in the data active means binding response below about 49% or above about 150%; inconclusive means no clear call, values can overlap the other calls; inactive means in between;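 further: fluorescent Galphao held in activated GDP-AlF4 state binding bead-coupled RGS7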
# Numbers without * were called inactive; ? = inconclusive. Unless noted, no stated cut-off is given here; in the data, active means inhibition above about 40%.
cpd | Mcl-1 Bim block | Bfl-1 Bim block | RGS4-Gao reg | Bim-Bcl-W | Bcl-B Bim block | Bcl-XL Bim block | Bcl-2 Bim block | RGS8-Gao reg | GSH fluor | Mcl1 Bid PPI | RGS7-Gao | structure
1 | -2.0 | -2.0 | 103.9 | -4.0 | 0.0 | -3.0 | -5.0 | 104.4 | 17 | -8.7 | 104.4 | O=C(NCc1ccco1)C1CCCN(S(=O)(=O)c2ccc(Cl)cc2)C1 (configuration not stated)
2 | -2.0 | 0.0 | 98.3 | -4.0 | -3.0 | -7.0 | 0.0 | 98.7 | 10 | -12.0 | 98.1 | CCN(C(=O)CCCC(=O)N(CC)c1ccccc1)c1ccccc1
3 | -3.0 | -4.0 | 107.1 | -5.0 | 0.0 | -2.0 | -1.0 | 105.7 | 12 | -16.7 | 107.1 | CCC(=Nc1ccccc1OC)C1=C(O)CC(c2ccccc2)CC1=O (configuration not stated)
4 | -1.0 | -6.0 | 101.3 | 0.0 | -3.0 | -1.0 | -3.0 | 103.9 | 13 | -11.8 | ? | O=C(NCc1ccc(F)cc1)c1ccc(Br)o1
5 | 4.0 | -5.0 | 102.5 | 3.0 | -2.0 | 0.0 | 0.0 | 102.6 | 11 | -6.2 | 101.9 | COc1ccc(C)cc1NC(=O)CSc1nnc(-c2ccc(OC)c(OC)c2)n1N
6 | 0.0 | 1.0 | 100.9 | -3.0 | -1.0 | 0.0 | 0.0 | 95.7 | 6 | -109.5 | 99.5 | CCOC(=O)Cc1csc(SCC(=O)N2CCN(c3ccc(OC)cc3)CC2)n1
7 | 0.0 | -10.0 | 99.7 | 3.0 | -6.0 | -8.0 | -5.0 | 102.8 | 58 | -18.0 | 100.7 | Cc1nn(C)c(Oc2ccc(Cl)cc2)c1C(=O)O
8 | 3.0 | -11.0 | 106.7 | 0.0 | -5.0 | -7.0 | -10.0 | 106.0 | 5 | -12.7 | 108.0 | Cc1nn(-c2ccccc2)c(-c2ccccc2)c1C(=O)O
9 | -4.0 | -9.0 | 99.3 | -3.0 | -13.0 | -8.0 | -8.0 | 103.5 | 32 | -56.2 | 100.1 | Nc1nc(-c2ccc(Cl)cc2Cl)cn1N
10 | -4.0 | 3.0 | 106.3 | -4.0 | -1.0 | -3.0 | -9.0 | 106.3 | 24 | -10.9 | 102.3 | O=C(Nc1cccc(Cl)c1)N(CCN1CCOCC1)Cc1cccc(Cl)c1
11 | -2.0 | 0.0 | 100.2 | 0.0 | 0.0 | -1.0 | 0.0 | 102.0 | 26 | -8.7 | 101.0 | NS(=O)(=O)c1ccc(CCNC(=O)C2CCCN2C(=O)OCc2ccccc2)cc1 (configuration not stated)
12 | -1.0 | -8.0 | 95.6 | 2.0 | -5.0 | -4.0 | -4.0 | 92.8 | 33 | -16.4 | 92.3 | O=C(c1c(F)cccc1F)N1CCN(c2cccc(C(F)(F)F)c2)CC1
13 | -3.0 | 1.0 | 103.1 | -2.0 | 0.0 | -1.0 | -2.0 | 97.7 | 24 | -14.0 | 106.9 | C/C(=N/NC(=O)CC1N=C(Cc2ccccc2)NNC1=O)c1cccnc1 (configuration not stated)
14 | -2.0 | -3.0 | 96.8 | -4.0 | -18.0 | -7.0 | -6.0 | 100.9 | 11 | -28.9 | ? | O=C(NNC(=S)NC1CCCCC1)c1ccccc1O
15 | 0.0 | 21.0 | 97.9 | 3.0 | -1.0 | -5.0 | 4.0 | 83.8 | 21 | 51.9* | 95.7 | CCOC(=O)C1=C(O)c2ccccc2C(=O)/C1=C\c1ccc(CC)cc1
16 | 1.0 | -8.0 | 98.8 | 3.0 | -8.0 | 0.0 | -7.0 | 95.7 | 22 | -11.3 | 99.0 | CC(=O)c1ccc(OCC(O)CN2CCCC(C)C2)cc1 (configuration not stated)
17 | 1.0 | 0.0 | 98.8 | 2.0 | 5.0 | 0.0 | -1.0 | 96.1 | 24 | -7.8 | 101.6 | CCOC(=O)C1CCCN(C(=O)CC(C)c2ccccc2)C1 (configuration not stated)
18 | -37.0 | -3.0 | 101.4 | -36.0 | -52.0 | -19.0 | -20.0 | 98.3 | 30 | -7.3 | 96.6 | COc1ccc2[nH]c(=O)c(-c3noc(-c4ccc(F)cc4)n3)cc2c1
19 | -5.0 | -15.0 | 100.9 | 0.0 | -14.0 | -8.0 | -10.0 | 102.5 | 35 | -1.4 | 100.7 | Cc1noc(NS(=O)(=O)c2ccc(NC(=O)COc3ccccc3)cc2)c1C
20 | 0.0 | -6.0 | 96.7 | -3.0 | -6.0 | -4.0 | -4.0 | 96.8 | 11 | -25.5 | ? | CCOC(=O)C(NC(C)=O)C(=O)Nc1c(C)cccc1C (configuration not stated)
21 | -3.0 | -9.0 | 97.9 | -4.0 | -12.0 | -8.0 | -8.0 | 99.1 | 15 | 14.2 | 96.3 | O=C(Nc1ccc(-c2nc3cccnc3s2)cc1)c1ccco1
22 | 0.0 | -2.0 | 102.9 | -2.0 | -3.0 | -4.0 | -1.0 | 101.5 | 16 | -11.0 | 104.8 | CCN(CC)S(=O)(=O)N1CCC(C(=O)NC2CCCC2)CC1
23 | 0.0 | 0.0 | 96.5 | -1.0 | -2.0 | -4.0 | -3.0 | 97.7 | 10 | -3.4 | 93.8 | Cc1c(NC(=O)CCCOc2ccccc2)cccc1[N+](=O)[O-]
24 | -2.0 | -1.0 | 103.4 | -3.0 | -6.0 | -4.0 | -2.0 | 102.7 | 13 | -4.7 | 105.2 | Cc1nc(CNS(=O)(=O)c2ccccc2F)cs1

# Some of the entries so far, with values under each structure.
# Values in the order: Mcl-1 Bim block | Bfl-1 Bim block | RGS4-Gao reg | Bim-Bcl-W | Bcl-B Bim block | Bcl-XL Bim block | Bcl-2 Bim block | RGS8-Gao reg | GSH fluor | Mcl1 Bid PPI | RGS7-Gao
10) O=C(Nc1cccc(Cl)c1)N(CCN1CCOCC1)Cc1cccc(Cl)c1
→ -4.0 | 3.0 | 106.3 | -4.0 | -1.0 | -3.0 | -9.0 | 106.3 | 24 | -10.9 | 102.3
11) NS(=O)(=O)c1ccc(CCNC(=O)C2CCCN2C(=O)OCc2ccccc2)cc1 (configuration not stated)
→ -2.0 | 0.0 | 100.2 | 0.0 | 0.0 | -1.0 | 0.0 | 102.0 | 26 | -8.7 | 101.0
12) O=C(c1c(F)cccc1F)N1CCN(c2cccc(C(F)(F)F)c2)CC1
→ -1.0 | -8.0 | 95.6 | 2.0 | -5.0 | -4.0 | -4.0 | 92.8 | 33 | -16.4 | 92.3
13) C/C(=N/NC(=O)CC1N=C(Cc2ccccc2)NNC1=O)c1cccnc1 (configuration not stated)
→ -3.0 | 1.0 | 103.1 | -2.0 | 0.0 | -1.0 | -2.0 | 97.7 | 24 | -14.0 | 106.9
14) O=C(NNC(=S)NC1CCCCC1)c1ccccc1O
→ -2.0 | -3.0 | 96.8 | -4.0 | -18.0 | -7.0 | -6.0 | 100.9 | 11 | -28.9 | ?
15) CCOC(=O)C1=C(O)c2ccccc2C(=O)/C1=C\c1ccc(CC)cc1
→ 0.0 | 21.0 | 97.9 | 3.0 | -1.0 | -5.0 | 4.0 | 83.8 | 21 | 51.9* | 95.7
16) CC(=O)c1ccc(OCC(O)CN2CCCC(C)C2)cc1 (configuration not stated)
→ 1.0 | -8.0 | 98.8 | 3.0 | -8.0 | 0.0 | -7.0 | 95.7 | 22 | -11.3 | 99.0
17) CCOC(=O)C1CCCN(C(=O)CC(C)c2ccccc2)C1 (configuration not stated)
→ 1.0 | 0.0 | 98.8 | 2.0 | 5.0 | 0.0 | -1.0 | 96.1 | 24 | -7.8 | 101.6
18) COc1ccc2[nH]c(=O)c(-c3noc(-c4ccc(F)cc4)n3)cc2c1
→ -37.0 | -3.0 | 101.4 | -36.0 | -52.0 | -19.0 | -20.0 | 98.3 | 30 | -7.3 | 96.6
19) Cc1noc(NS(=O)(=O)c2ccc(NC(=O)COc3ccccc3)cc2)c1C
→ -5.0 | -15.0 | 100.9 | 0.0 | -14.0 | -8.0 | -10.0 | 102.5 | 35 | -1.4 | 100.7
20) CCOC(=O)C(NC(C)=O)C(=O)Nc1c(C)cccc1C (configuration not stated)
→ 0.0 | -6.0 | 96.7 | -3.0 | -6.0 | -4.0 | -4.0 | 96.8 | 11 | -25.5 | ?
21) O=C(Nc1ccc(-c2nc3cccnc3s2)cc1)c1ccco1
→ -3.0 | -9.0 | 97.9 | -4.0 | -12.0 | -8.0 | -8.0 | 99.1 | 15 | 14.2 | 96.3
